Bioassay records from PubChem.
aSyn tox rescue = alpha-synuclein toxicity suppression in yeast. Potency, µM (doses to about 46.1 µM), for inactives: at the top dose growth rescue (activation), usual class: activators. S. cerevisiae alpha-synuclein toxicity rescue, BacTiter-Glo growth, 24 h. 94,000 compounds, 0.02% hits; active = well fitted activation curve with a large enough effect; inconclusive = small, poorly fitted or top-dose-only effect; note: 0% is about no effect
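Growth restoration measured by BacTiter-Glo luminescence after 24 hr at 30 deg C; alpha-synuclein yeast, raffinose-pregrown to mid-log, were added at OD600=0.02 in galactose medium onto pinned compounds.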
An asterisk follows results filed as active; ? = inconclusive; [ ] = another dose, or the depositor's remark. Potency is the fitted concentration of half-maximal effect.

C/C=C(\C)C(=O)N[C@@H](c1ccccc1)[C@@H](O)C(=O)O[C@H]1C[C@@]2(O)[C@@H](OC(=O)c3ccccc3)C3[C@](C)(C(=O)[C@H](O)C(=C1C)C2(C)C)[C@@H](O)C[C@H]1OC[C@@]31OC(C)=O (stereo not given in full)
  aSyn tox rescue: 5%
Cc1c(OC(=O)N(C)C)ccc2c1O/C(=C\c1ccco1)C2=O
  aSyn tox rescue: 8%
Cc1ccc(C2=CCNCC2)cc1
  aSyn tox rescue: -1%
COc1ccc(OC(=O)N(C)C[C@@H]2OCc3cnnn3CCCC(=O)N([C@H](C)CO)C[C@@H]2C)cc1
  aSyn tox rescue: 0%
Cc1ccccc1-n1c(/C=C/c2ccc(N(C)C)cc2)nc2ccccc2c1=O
  aSyn tox rescue: 2%
COc1ccc(-c2nc(CN3C(=O)CN=C(c4ccccc4)c4ccccc43)c(C)o2)cc1OC
  aSyn tox rescue: -18%
Cc1ccc(NC2=NCCCS2)c(C)c1C
  aSyn tox rescue: 3%
CCn1c(CN2CCN(C)CC2)nc2ccccc21
  aSyn tox rescue: 5%
Nc1ccccc1-[n+]1c(-c2ccccc2)cc(-c2ccccc2)cc1-c1ccccc1
  aSyn tox rescue: 7%
Cc1ccc(-n2c(/C=C/c3cc(Br)cs3)nc3ccccc3c2=O)cc1C
  aSyn tox rescue: -1%
O=C(COc1ccccc1Cl)N1CCN(CCc2ccncc2)CC1
  aSyn tox rescue: -5%
COc1ccc(OC(=O)N(C)C[C@@H]2OCc3cnnn3CCCC(=O)N([C@@H](C)CO)C[C@H]2C)cc1
  aSyn tox rescue: -4%
N#Cc1cc2c(nc1SCC(=O)Nc1ccc(F)c(Cl)c1)C1CCN2CC1
  aSyn tox rescue: -4%
Cc1ccc(C(=O)Nc2ccccc2)cc1S(=O)(=O)N1CCCC1
  aSyn tox rescue: 3%
c1ccc(C2OCCN3CCCCC23)cc1 (stereo not given)
  aSyn tox rescue: -12%

O=C1CC(c2ccc(Br)cc2)c2c(c3ccccc3oc2=O)O1 (stereo not given)
  aSyn tox rescue: -5%
CCOc1ccc(Cl)cc1CNCCc1ccccc1F
  aSyn tox rescue: -5%
COc1ccc(C2NCCc3[nH]cnc32)cc1 (stereo not given)
  aSyn tox rescue: -6%
CC12CC[C@H]3[C@@H](CCC4(O)C[C@H](O)CCC34/C=N/NC(=O)c3ccccc3O)C1(O)CCC2C1=CC(=O)OC1 (stereo not given in full)
  aSyn tox rescue: -9%
COC(=O)C1=C(c2ccc(OCc3ccccc3)cc2)C[C@@H]2CC[C@H]1N2C(=O)NCc1ccc2c(c1)OCO2
  aSyn tox rescue: 11%
Cc1ncoc1C(=O)NCC1=C(c2ccc(S(C)(=O)=O)cc2)C[C@@H]2CC[C@H]1N2CCOc1ccccc1
  aSyn tox rescue: -5%
C=Cc1ccc(Cn2c(C(=O)O)c(C=O)c3ccccc32)cc1
  aSyn tox rescue: -27%
Nc1c(Cl)cc([N+](=O)[O-])cc1Cl
  aSyn tox rescue: 2%
COc1ccc(OCC(=O)N2CCN(Cc3ccc(SC)cc3)CC2)cc1
  aSyn tox rescue: ?
O=[N+]([O-])c1ccc(N2CCCNCC2)c2ncccc12
  aSyn tox rescue: 5%
COC(=O)C1=C(c2ccc(OCc3ccccc3)cc2)C[C@@H]2CC[C@H]1N2C(=O)NCc1ccccc1C(F)(F)F
  aSyn tox rescue: -3%
N#CC(C#N)=C(N)c1cccnc1
  aSyn tox rescue: -47%[inhibitor]
Fc1cccc(CN2CCN(c3ccc(Cl)cc3)CC2)c1
  aSyn tox rescue: -19%
O=C(Cn1cc(C(=O)c2ccccc2)c2ccccc21)Nc1ccc(Br)cc1
  aSyn tox rescue: -2%
O=C(NCC1=C(c2ccc3ccccc3c2)C[C@@H]2CC[C@H]1N2Cc1ccco1)c1cccs1
  aSyn tox rescue: 11%

Arranged by count of non-hydrogen atoms (high to low): three of the compounds above.
CC12CC[C@H]3[C@@H](CCC4(O)C[C@H](O)CCC34/C=N/NC(=O)c3ccccc3O)C1(O)CCC2C1=CC(=O)OC1 (stereo not given in full)
  aSyn tox rescue: -9%
O=C(Cn1cc(C(=O)c2ccccc2)c2ccccc21)Nc1ccc(Br)cc1
  aSyn tox rescue: -2%
Fc1cccc(CN2CCN(c3ccc(Cl)cc3)CC2)c1
  aSyn tox rescue: -19%

Continued:
CC(=O)C1CCC2C3CCC4CC(O)CCC4(C)C3CCC12C#N (stereo not given)
  aSyn tox rescue: 15%
Cc1cccc(-n2c(/C=C/c3c[nH]c4ccccc34)nc3ccccc3c2=O)c1
  aSyn tox rescue: 2%
O=C(c1ccccc1)c1cn(CC(=O)N2CCCC2)c2ccccc12
  aSyn tox rescue: 6%
O=C1CC(c2ccc(C(F)(F)F)cc2)c2c(c3ccccc3oc2=O)O1 (stereo not given)
  aSyn tox rescue: 0%
COc1cccc(/C=C/c2nc3ccccc3c(=O)n2-c2ccc(Cl)cc2)c1OC
  aSyn tox rescue: 8%
C[C@H]1CC[C@H]2NCCN[C@H]2C1
  aSyn tox rescue: -4%
O=C(/C=C/c1ccc2c(c1)OCO2)c1c(O)n(CCc2ccccc2)c(=O)[nH]c1=O
  aSyn tox rescue: 6%
COc1ccccc1N1CCN(Cc2cccc(OC)c2O)CC1
  aSyn tox rescue: 0%
NC(Cc1ccccc1Cl)c1nn[nH]n1 (stereo not given)
  aSyn tox rescue: -2%
C[C@@H]1CN([C@H](C)CO)C(=O)CCCn2cc(nn2)CO[C@H]1CN(C)C(=O)Oc1ccc2ccccc2c1
  aSyn tox rescue: -8%
CC(=O)N1N=C2C3CCN(CC3)C2C1c1cccc2ccccc12 (stereo not given)
  aSyn tox rescue: -8%
Cc1c(Cl)cccc1NC(=O)CN1C(=O)C(C)N=C(c2ccccc2)c2ccccc21 (stereo not given)
  aSyn tox rescue: -2%
C[C@H](CO)N1C[C@H](C)[C@H](CN(C)C(=O)Oc2ccccc2)OCc2cnnn2CCCC1=O
  aSyn tox rescue: -3%
CCN(CC)CCSc1nc2ccccc2c(=O)n1-c1ccc(Cl)cc1
  aSyn tox rescue: -2%
COc1cccc(N2C(=O)NC(=O)/C(=C\c3ccc([N+](=O)[O-])s3)C2=O)c1
  aSyn tox rescue: -9%

A different layout for 5 compounds above.
smiles	aSyn tox rescue
NC(Cc1ccccc1Cl)c1nn[nH]n1 (stereo not given)	-2%
C[C@@H]1CN([C@H](C)CO)C(=O)CCCn2cc(nn2)CO[C@H]1CN(C)C(=O)Oc1ccc2ccccc2c1	-8%
CC(=O)N1N=C2C3CCN(CC3)C2C1c1cccc2ccccc12 (stereo not given)	-8%
Cc1c(Cl)cccc1NC(=O)CN1C(=O)C(C)N=C(c2ccccc2)c2ccccc21 (stereo not given)	-2%
C[C@H](CO)N1C[C@H](C)[C@H](CN(C)C(=O)Oc2ccccc2)OCc2cnnn2CCCC1=O	-3%

(list continues)
O=C(NCC1=C(c2cccc3ccccc23)C[C@@H]2CC[C@H]1N2Cc1ccco1)c1cccs1
  aSyn tox rescue: 11%
O=C1CCC2(O)C3Cc4ccc(O)c5c4C2(CCN3Cc2ccoc2)C1O5 (stereo not given)
  aSyn tox rescue: -5%
COc1ccc(NC(=O)c2cccn(Cc3ccc(Cl)cc3)c2=O)c(OC)c1
  aSyn tox rescue: 6%
CCc1ccccc1N1C(=O)NC(=O)/C(=C\c2cc(C)n(C)c2C)C1=O
  aSyn tox rescue: -15%
CCC(C)N1CCN(C(=O)COc2ccc3ccccc3c2)CC1 (stereo not given)
  aSyn tox rescue: 2%
O=c1c2ccccc2nc(/C=C/c2ccccc2)n1-c1ccccc1F
  aSyn tox rescue: -6%
CCOP(=O)(OCC)c1cc(CC)ccc1O
  aSyn tox rescue: 11%
COC(=O)C(O)(c1ccc(NC(=S)NC(=O)c2ccc(Cl)cc2Cl)c(C)c1)C(F)(F)F (stereo not given)
  aSyn tox rescue: -21%
CCOc1ccc2nc(NC(=O)c3cccn(Cc4ccc(C)cc4)c3=O)sc2c1
  aSyn tox rescue: -14%
CN(C)/C=C(\C=[N+](C)C)c1[nH]ncc1[N+](=O)[O-]
  aSyn tox rescue: -12%
Cc1cc(/C=C2\C(=O)NC(=O)N(c3ccccc3F)C2=O)c(C)n1-c1cc(C(=O)O)cc(C(=O)O)c1
  aSyn tox rescue: -8%
O=C(c1ccc(C(F)(F)F)cc1)C1CCCN(Cc2ccc(CO)o2)C1 (stereo not given)
  aSyn tox rescue: -10%
Cc1ccc(OCC(=O)N2CCN(CCc3ccncc3)CC2)cc1C
  aSyn tox rescue: 4%
COc1cc(C(=O)N2Cc3ccccc3-n3nncc3C2)cc(OC)c1OC
  aSyn tox rescue: -4%
COC(=O)C1=C(c2ccc(OCc3ccccc3)cc2)C[C@@H]2CC[C@H]1N2C(=O)NCc1ccccc1OC
  aSyn tox rescue: -15%

COc1ccc2c(c1OC)CN1CCc3cc4c(cc3C1C2)OCO4 (stereo not given)
  aSyn tox rescue: -10%
Nc1ccccc1C(=O)OCc1ccc([N+](=O)[O-])cc1
  aSyn tox rescue: -12%
Cc1cc(C(=O)OC(C)C(=O)Nc2ccccc2)c(C)n1C1CC1 (stereo not given)
  aSyn tox rescue: 13%
C=CCn1c(O)c(C(CC)=NCCN2CCN(C(=S)NC)CC2)c(=O)[nH]c1=O
  aSyn tox rescue: -7%
Cc1c(C(=O)c2ccccc2)c2ccccc2n1C
  aSyn tox rescue: 7%
FC(F)=C(F)CCSc1ncn[nH]1
  aSyn tox rescue: 2%
CCOc1ccc2nc(N=Nc3c(O)[nH]c(=S)[nH]c3=O)sc2c1
  aSyn tox rescue: -12%
COc1cccc(NC(=O)c2cccn(Cc3ccccc3C)c2=O)c1
  aSyn tox rescue: 7%
Cc1ccc(CN2C3CCCC2CC(NC(=S)NCc2ccccc2)C3)cc1 (stereo not given)
  aSyn tox rescue: 6%
Cc1ccc(N2C(=O)NC(=O)C(CCc3ccccn3)(Cc3ccc(F)cc3)C2=O)cc1 (stereo not given)
  aSyn tox rescue: -13%
Cc1ccc(CNC(=O)CCCn2c(=O)c3sccc3n(CC(=O)Nc3c(C)cccc3C)c2=O)cc1
  aSyn tox rescue: 4%
Cc1ccc2c(c1)C1CN(C)CCC1N2C(=O)c1cccs1 (stereo not given)
  aSyn tox rescue: -2%
C=CCn1c(O)c(/C(C)=N/NC(=S)Nc2ccccc2)c(=O)[nH]c1=O
  aSyn tox rescue: -3%
CCOc1ccc2nc(NC(=O)c3cccn(Cc4ccccc4Cl)c3=O)sc2c1
  aSyn tox rescue: 2%
CCC(=O)N1CC(=O)Nc2ccc(C)cc2C1c1ccc(F)cc1 (stereo not given)
  aSyn tox rescue: -5%

CSc1ccc(C(=O)C2CCCN(Cc3cccnc3)C2)cc1 (stereo not given)
  aSyn tox rescue: 5%
CC(C)N1CCN(Cc2cc3c(cc2Cl)OCO3)CC1CCO (stereo not given)
  aSyn tox rescue: -2%
CCCCCn1c(=O)c(C(=O)NCc2ccco2)c(O)c2ccccc21
  aSyn tox rescue: 5%
CN1C2CCC1CC(=NO)C2
  aSyn tox rescue: 4%
O=c1c2ccccc2nc(/C=C/c2ccccc2O)n1-c1ccc(Br)cc1
  aSyn tox rescue: -4%
Cc1cc(C)c2c(c1)-c1cc(C)nn1C(c1cccnc1)N2 (stereo not given)
  aSyn tox rescue: 5%
Cc1cccc(CN2C(=O)CN=C(c3ccccc3)c3cc(Cl)ccc32)c1
  aSyn tox rescue: 6%
O=S(=O)(F)c1ccc2nc(-c3cccc(Sc4ccccc4)c3)cc(Cl)c2c1
  aSyn tox rescue: -9%
CCN1/C(=C/C=C/C2=[N+](CC)c3ccccc3C2(C)C)C(C)(C)c2ccccc21
  aSyn tox rescue: -65%[inhibitor]
CCN(CC)C(=O)c1ccc(NC(=O)CCn2nc(-c3ccc(C)cc3)c3ccccc3c2=O)cc1
  aSyn tox rescue: -8%
O=C(COc1ccc2ccc(=O)oc2c1)N1CCC(C(=O)O)(c2ccccc2)CC1
  aSyn tox rescue: 0%
C[C@@H]1CN([C@H](C)CO)C(=O)CCCn2nncc2CO[C@@H]1CN(C)C(=O)Oc1ccc2ccccc2c1
  aSyn tox rescue: -6%
COc1cccc(CCNCc2c(F)cccc2F)c1
  aSyn tox rescue: 0%
O=C1NC(=O)C(C2CCOC2=O)N1 (stereo not given)
  aSyn tox rescue: -13%
CC1(C)CC(N(CCc2ccccc2)Cc2ccccc2)CCO1 (stereo not given)
  aSyn tox rescue: -1%

COc1ccc(NC(=S)N2Cc3ccccc3-n3nncc3C2)c(OC)c1
  aSyn tox rescue: 4%
COC(=O)C1=C(c2ccc(OCc3ccccc3)cc2)C[C@@H]2CC[C@H]1N2C(=O)NCc1ccc(OC)cc1
  aSyn tox rescue: 0%
CN1CCC2(CC1)CC(NC=O)c1ccccc1O2 (stereo not given)
  aSyn tox rescue: 0%
Oc1ccc(C[C@H]2NCCc3cc(O)c(O)cc32)cc1O
  aSyn tox rescue: 2%
CCCCCc1nc2ccccc2c(=O)n1-c1ccc(C)cc1
  aSyn tox rescue: 0%
O=C(O)CNC1c2ccccc2CSc2ccccc21 (stereo not given)
  aSyn tox rescue: -5%
Cc1ccccc1-n1c(O)c(C(c2ccncc2)c2c(O)n(-c3ccccc3C)c(=O)[nH]c2=O)c(=O)[nH]c1=O
  aSyn tox rescue: -6%
O=[N+]([O-])c1ccc(N2CCOCC2)c2c1no[n+]2[O-]
  aSyn tox rescue: -74%[inhibitor]

A section from further up:
COc1ccc(NC(=S)N2Cc3ccccc3-n3nncc3C2)c(OC)c1
  aSyn tox rescue: 4%
COC(=O)C1=C(c2ccc(OCc3ccccc3)cc2)C[C@@H]2CC[C@H]1N2C(=O)NCc1ccc(OC)cc1
  aSyn tox rescue: 0%

Some of the compounds tested, so the mix of outcomes need not match the whole.
